BoNT-F LC inh = blocks Botulinum neurotoxin F light chain protease | Multiplex microsphere protease cleavage assay, flow cytometry | inhibition, % at 10 µM | 360,000 compounds, 0.22% hits; in the data active = inhibition above about 35%, passing the limit was not always enough; inconclusive = no clear call, values can overlap the other calls; also: plate controls were buffer without enzyme for full effect and enzyme alone for no effect
FBA Mtb inh = inhibits M. tuberculosis FBA enzyme; inhibition, % at 1 µM; purified M. tuberculosis FBA, fluorescence read-out; P9WQA3; 360,000 compounds, 2.3% hits; AID 588726; in the data active = inhibition above about 27%;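 also: 0% = vehicle and 100% = reference inhibitor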
Target sequence (P9WQA3 whole entry, looked up): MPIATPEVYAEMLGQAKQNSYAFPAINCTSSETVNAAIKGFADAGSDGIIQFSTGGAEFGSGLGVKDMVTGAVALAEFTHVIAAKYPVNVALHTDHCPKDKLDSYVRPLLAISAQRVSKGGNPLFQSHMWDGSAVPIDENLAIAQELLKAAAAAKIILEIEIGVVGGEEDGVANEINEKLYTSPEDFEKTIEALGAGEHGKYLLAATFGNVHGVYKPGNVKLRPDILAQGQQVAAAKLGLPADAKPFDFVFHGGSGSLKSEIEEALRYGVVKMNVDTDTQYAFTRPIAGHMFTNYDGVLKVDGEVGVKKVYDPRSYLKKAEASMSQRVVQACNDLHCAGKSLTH
Mtb UGM inh = inhibitors of M. tuberculosis UDP-galactopyranose mutase | P9WIQ1 | purified UGM, fluorescence polarization probe displacement | inhibition, % at 10 µM | 320,000 compounds, 0.06% hits | AID 504406; in the data active = inhibition above about 10%, passing the limit was not always enough; inconclusive = no clear call, values can overlap the other calls
Target sequence (P9WIQ1 whole entry, looked up): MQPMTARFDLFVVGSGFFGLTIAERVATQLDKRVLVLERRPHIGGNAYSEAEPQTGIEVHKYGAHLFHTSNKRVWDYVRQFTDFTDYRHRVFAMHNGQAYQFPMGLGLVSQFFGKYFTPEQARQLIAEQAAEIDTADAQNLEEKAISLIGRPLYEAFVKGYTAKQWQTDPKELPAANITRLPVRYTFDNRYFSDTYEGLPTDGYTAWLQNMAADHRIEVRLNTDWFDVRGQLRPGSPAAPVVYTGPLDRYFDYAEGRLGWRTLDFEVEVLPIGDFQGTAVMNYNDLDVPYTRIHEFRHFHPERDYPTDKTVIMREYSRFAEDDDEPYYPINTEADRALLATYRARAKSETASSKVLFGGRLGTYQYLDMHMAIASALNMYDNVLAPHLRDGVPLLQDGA
PfHsp40 rescue = restores yeast growth despite PfHsp40 toxicity | S. cerevisiae expressing PfHsp40, growth rescue, ATP luminescence | growth rescue, % at 12.5 µM | 340,000 compounds, 0.68% hits | AID 504582; in the data active = growth rescue above about 28%, passing the limit was not always enough; inconclusive = no clear call, values can overlap the other calls;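 also: yeast W303a lacking pdr1 and pdr3 grown in galactose medium; growth measured after three days at 30 °C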
FadD28 FP inh = inhibitors of Mycobacterium tuberculosis FadD28 bisubstrate binding | FadD28 bisubstrate probe binding, fluorescence polarization | inhibition, % at 12.5 µM | 360,000 compounds, 0.22% hits | AID 588549; in the data active = inhibition above about 8.5%, passing the limit was not always enough; inconclusive = no clear call, values can overlap the other calls
GDH-TPI counter = counter-screen for M. tuberculosis FBA inhibitors: GDH-TPI coupled enzymes. GDH-TPI coupled enzyme counterscreen, NADH absorbance. inhibition, % at 4.8 µM. 360,000 compounds, 1.2% hits. AID 588335; in the data active = inhibition above about 30%;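 also: 0% = DMSO wells and 100% = wells lacking the enzyme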
Anthrax LF inh2 = inhibitors of Bacillus anthracis lethal factor protease; P15917; multiplex microsphere protease cleavage assay, LF; inhibition, % at 10 µM; 360,000 compounds, 0.12% hits; also: plate controls were buffer without enzyme for full effect and enzyme alone for no effect
Mtb BioA inh = blocks M. tuberculosis BioA enzyme activity. purified M. tuberculosis BioA enzyme, plate reader. 360,000 compounds, 0.096% hits. AID 602481. inhibition, % at 9.99 µM; in the data active = inhibition above about 40%; inconclusive = no clear call, values can overlap the other calls
BoNT A protease = blocks Botulinum neurotoxin A light chain protease. multiplex microsphere protease substrate cleavage, flow cytometry. 360,000 compounds, 0.17% hits. inhibition, % at 10 µM; also: plate controls were buffer without enzyme for full effect and enzyme alone for no effect
* marks the source's active call; other numbers are inactive results; ? = inconclusive; / = not tested or not shown; & = joins results of further samples. Rule as the data show it, unless noted: active = inhibition above about 30%; inconclusive = no clear call, values can overlap the other calls; inactive = below that.

SMILES	BoNT-F LC inh	FBA Mtb inh	Mtb UGM inh	PfHsp40 rescue	FadD28 FP inh	GDH-TPI counter	Anthrax LF inh2	Mtb BioA inh	BoNT A protease
O=C1C(Cc2cccc([N+](=O)[O-])c2)S/C(=N/N=C/c2ccco2)N1c1ccccc1 (stereo unspecified)	2.4	-2.7	2.1	-0.9	-1.2	4.2	-1.8	-0.3	0.4
COc1ccc(S(=O)(=O)N2CCOCC2)cc1NC(=O)CSc1ccc(F)cc1	-7.3	0.9	-1.8	-1.0	-0.4	11.7	-4.9	-0.3	-0.2
COc1ccc(NC(=O)Nc2nnc(CC(=O)Nc3ccccc3)s2)cc1	5.0	2.2	0.4	-0.5	-1.4	10.3	0.9	/	-1.2
CC(C)C[C@H](NC(=O)N1CCCCCC1)C(=O)O	/	1.4	4.5	-1.1	-1.4	1.3	/	/	/
CCN1CCOC(CC(=O)Nc2cccc([N+](=O)[O-])c2)C1=O (stereo unspecified)	?	0.7	0.3	/	-0.4	17.2	-6.0	-0.2	1.2
COc1ccc(S(=O)(=O)N2CCN(CCC(=O)Nc3ccc(F)cc3)CC2)cc1	-4.2	1.5	/	0.3	-2.7	-1.8	-7.5	/	-0.9
CCOC(=O)C1C(C(=O)NN)C1C(=O)Nc1ccccc1 (stereo unspecified)	3.9	3.1	1.2	-0.3	0.2	-1.3	0.8	-2.1	0.3
Cn1ccnc1SCC(=O)NC1CCCCC1	1.2	3.0	1.9	0.3	-0.9	-4.1	-1.4	-1.2	-0.9
CC(=O)Nc1ccccc1C(=O)C(=O)Nc1ccc(C)c(C)c1	-1.3	0.2	0.8	0.7	-2.1	0.0	3.6	0.6	-0.2
CCOc1ccc(NC(=O)CCC(=O)NNC(=O)COc2ccc(C)cc2)cc1	4.5	0.2	-0.4	-1.0	-0.3	2.9	-6.1	/	-0.7
O=C(NNC(=O)C1CC(c2cccnc2)=NO1)Nc1cccc(F)c1 (stereo unspecified)	-13.5	0.5	-1.3	0.3	-3.4	-2.0	1.7	/	-0.1
CCN(CC)C(=O)C1=C(C)N(Cc2ccccc2)C(=O)C(CC(=O)NCc2ccco2)C1 (stereo unspecified)	3.4	0.0	/	/	-3.1	1.9	-1.6	-0.5	-0.3
CCOc1ccc2nc(NC(=O)CSc3nc(SC)ns3)sc2c1	-2.1	-1.9	1.2	-0.5	0.4	8.3	-4.2	-1.3	-0.4
O=C(NCCc1ccc(Cl)cc1)C1CC(=O)N(CCc2ccccc2)C1 (stereo unspecified)	-1.6	-0.3	-1.0	-0.6	-2.5	2.6	0.0	-1.6	1.6
CC(=O)N1N=C(c2cccc(O)c2)CC1c1cccs1 (stereo unspecified)	16.5	-0.6	-1.4	-0.9	0.4	15.5	-3.4	0.7	-0.8
COc1ccccc1CNC(=O)c1ccncc1	-14.8	1.5	-0.1	-0.9	-1.4	-1.7	-12.7	-1.1	-1.9
O=C(OCc1cn([C@H]2C[C@H](c3ccc(Cl)cc3)N(C(=O)c3cccs3)C[C@@H]2O)nn1)c1ccccc1	-7.7	0.3	/	/	-1.3	4.3	-3.9	-4.0	-1.3
CCOC(=O)C1CCCN(/C=C2\SC(=S)N(CC)C2=O)C1 (stereo unspecified)	?	0.0	0.6	0.9	-1.2	7.3	-17.3	/	-3.9
O=C(NNC(=O)C1C2CCC(C2)C1C(=O)O)c1ccc(Cl)cc1 (stereo unspecified)	0.6	7.5	-1.1	-0.2	-1.2	6.1	2.4	/	0.6
CCN(CC(O)COCc1ccc(Cl)cc1)C1CCCCC1 (stereo unspecified)	2.6	-0.1	-1.2	-0.3	-0.9	1.6	-0.8	/	0.4
Cc1ccc(C2CCN(C(=S)Nc3cccc(Cl)c3)C2)cc1 (stereo unspecified)	0.0	-1.2	0.3	16.6	0.2	9.1	-7.8	-2.6	-0.7
COc1ccc(OCCOc2ccc(C)nc2[N+](=O)[O-])cc1	10.4	2.2	1.8	2.0	0.8	0.7	3.5	0.8	2.1
CCCN(CCC)S(=O)(=O)c1ccc(C(=O)Nc2ccc(OCC(=O)N3CCOCC3)cc2)cc1	-3.0	-1.0	1.2	0.6	-2.7	1.4	-0.8	1.7	-0.2
O=C(O)C1CCCCC1C(=O)Nc1ccc2c(c1)CCC2 (stereo unspecified)	-10.8	1.1	1.2	1.6	-1.5	1.7	-2.2	0.9	-0.1
O=C(Cn1nc(Cc2cccnc2)c2ccccc2c1=O)N1CCC2(CC1)OCCO2	0.7	-2.0	-2.1	0.2	0.4	19.2	-2.2	/	?
COc1cc(-c2ccc(N)c(OC)c2)ccc1N	-10.0	6.7	-1.1	-0.3	-1.3	-2.8	1.9	-0.9	-0.3
CCCCC(CCC(=O)O)(C(=O)OCC)c1csc(Nc2ccccc2)n1 (stereo unspecified)	0.9	-3.7	1.2	2.5	-2.4	-1.9	-3.6	0.3	-0.4
Cc1csc(SC(C)C(=O)Nc2ccc(F)cc2Cl)n1 (stereo unspecified)	-4.7	-0.2	2.1	0.7	-2.3	6.8	-1.1	-1.6	-0.3
C=CCn1c(=S)[nH]c2ccccc2c1=O	20.5	0.4	1.3	0.3	-5.3	0.6	-1.8	-0.4	1.0
O=C(c1ccccc1)c1ccc(N=Nc2c(O)[nH]c(=O)[nH]c2=O)cc1	-8.4	1.6	0.9	-0.9	-0.8	7.0	-2.5	/	-0.4
CSC1CCCCC1(O)CSc1nc2c(cc1C#N)CCCC2 (stereo unspecified)	0.0	1.4	-0.5	-1.3	0.1	0.6	-1.5	/	-0.5
O=C(Cn1nc(Cl)nc1Cl)c1ccc([N+](=O)[O-])cc1	11.8	-2.5	0.4	-0.7	-1.6	2.1	6.6	0.1	1.4
Cc1ccc(S(=O)(=O)/N=C(/NC(=S)Nc2cccc(C)c2)c2ccccc2)cc1	3.4	0.6	1.6	12.5	-3.2	-1.5	-0.5	-0.2	0.6
CCc1ccc(N=C2NC(=O)/C(=C/c3cc(OC)c(O)c(OC)c3)S2)cc1	-3.5	-2.5	-5.2	0.4	-1.0	26.4	-8.0	0.7	-2.4
Cc1c(Cl)cccc1NC(=S)N1CCN(c2ccccn2)CC1	7.4	-2.5	2.5	0.9	-0.1	2.2	-0.1	/	-0.8
CCCOC(=O)CC1C(=O)NCCN1Cc1ccccc1C (stereo unspecified)	-0.9	2.6	-0.2	-0.8	-1.7	3.3	7.7	-2.7	-0.8
N/C(Cc1ccc(Cl)c(Cl)c1)=N\OC(=O)c1cccs1	-1.4	-0.9	-2.5	0.9	0.0	-11.2	-2.1	0.9	2.2
O=C(NC1CCCCC1)c1c2c(nc3ccccc13)CCC2	-2.3	5.1	-1.0	0.1	-2.8	4.7	-1.2	/	0.5
CCN(CC)C(=O)C1=C(C)N(Cc2ccc(C(C)(C)C)cc2)C(=O)C(CC(=O)NCc2cccc3ccccc23)C1 (stereo unspecified)	-3.0	-1.4	/	/	-5.2	0.5	-4.1	-2.0	0.5
CCN(CC)c1ccc2cc(C(=O)O)c(=O)oc2c1	/	36.2*	-0.2	-0.4	-0.2	8.4	/	-1.1	/
C=CCN1C(=O)c2ccc(C(=O)NCCc3ccc(OC)c(OC)c3)cc2C1=O	/	2.8	-1.4	-1.2	-1.1	4.9	/	-0.4	/
CCOc1ccc(NC(=O)COc2ccc3c(c2)OCO3)cc1	-14.1	-3.0	-0.6	0.2	/	8.2	20.8	/	1.3
CC1CCN(c2cc(=O)n(C3CCCCC3)c(=O)[nH]2)CC1	6.4	-1.6	-1.5	-0.1	-3.8	-4.8	-4.9	-128.0	-0.4
Cc1ccc(C(=O)N/C(=C\c2ccc(Cl)cc2)C(=O)NCCCN2CCOCC2)cc1	8.5	0.7	-2.0	-1.7	-3.2	3.7	1.0	1.3	-0.2
CCOc1ccccc1N1CCN(Cc2cnc(-c3ccccc3)[nH]2)CC1	?	1.7	1.8	0.2	-1.5	4.2	-3.2	-1.0	?

Sorted by SMILES length (falling): 3 of the compounds above
SMILES	BoNT-F LC inh	FBA Mtb inh	Mtb UGM inh	PfHsp40 rescue	FadD28 FP inh	GDH-TPI counter	Anthrax LF inh2	Mtb BioA inh	BoNT A protease
C=CCN1C(=O)c2ccc(C(=O)NCCc3ccc(OC)c(OC)c3)cc2C1=O	/	2.8	-1.4	-1.2	-1.1	4.9	/	-0.4	/
N/C(Cc1ccc(Cl)c(Cl)c1)=N\OC(=O)c1cccs1	-1.4	-0.9	-2.5	0.9	0.0	-11.2	-2.1	0.9	2.2
O=C(NC1CCCCC1)c1c2c(nc3ccccc13)CCC2	-2.3	5.1	-1.0	0.1	-2.8	4.7	-1.2	/	0.5

Further records follow:
SMILES	BoNT-F LC inh	FBA Mtb inh	Mtb UGM inh	PfHsp40 rescue	FadD28 FP inh	GDH-TPI counter	Anthrax LF inh2	Mtb BioA inh	BoNT A protease
Cc1cc(-c2ccc(C(C)C)c(S(=O)(=O)N3CCN(c4ccccc4)CC3)c2)on1	-3.1	1.9	1.5	1.7	-2.9	7.0	-0.2	-0.1	0.0
COc1cc(C(F)(F)F)ccc1C(=O)NCCc1ccco1	5.6	2.2	4.0	-0.5	-0.5	-6.6	-17.1	0.0	1.3
N/C(=N\OC(=O)Cc1ccc(Cl)cc1)c1ccccn1	-9.3	0.2	0.5	0.8	0.1	6.7	-3.2	-1.0	-0.4
Cc1ccc(NC(=O)COc2cccc3ccc(C)nc23)c(Br)c1	-3.3	2.8	/	-0.4	-0.1	-0.8	-3.9	/	0.0
COc1ccc(S(=O)(=O)N(C)C[C@H]2OCc3cnnn3CCCC(=O)N([C@H](C)CO)C[C@H]2C)cc1	-4.1	1.6	/	/	-1.5	-9.3	-1.4	1.7&1.1&-1.8	0.4
CN1CC2=CC(O)CC3Oc4c(O)ccc(c4[C@]23C)C1 (stereo partly specified)	5.0	1.5	1.0	-0.3	-1.1	4.9	0.5	0.1	0.0
Cc1nn(-c2ccccc2)c2c1C(O)n1c(nc3ccccc31)S2 (stereo unspecified)	-6.7	-4.3	-0.4	2.4	-4.4	4.9	2.0	3.2	-0.7
CC(C)(C)C(=O)NC(=S)N1CCc2ccccc21	-6.5	4.9	-0.7	-0.5	-2.1	0.0	-4.5	/	-0.8
Cc1ccc(C(=O)C(C)OC(=O)C2=COCCO2)cc1C (stereo unspecified)	-3.6	0.9	-0.7	1.0	-2.6	3.8	2.0	-0.7	0.3
O=[N+]([O-])c1ccccc1C=NNC(=S)NN=Cc1ccccc1[N+](=O)[O-]	-1.7	-3.6	/	0.1	-1.3	23.8	-4.1	-2.1	0.3
Cc1c(-c2nnc(-c3ccc(C(F)(F)F)cc3)o2)cnn1-c1ccccc1	9.4	4.5	-0.5	-0.8	0.4	-0.5	-1.0	/	0.5

In the list so far, these have a COOH group:
SMILES	BoNT-F LC inh	FBA Mtb inh	Mtb UGM inh	PfHsp40 rescue	FadD28 FP inh	GDH-TPI counter	Anthrax LF inh2	Mtb BioA inh	BoNT A protease
CC(C)C[C@H](NC(=O)N1CCCCCC1)C(=O)O	/	1.4	4.5	-1.1	-1.4	1.3	/	/	/
O=C(NNC(=O)C1C2CCC(C2)C1C(=O)O)c1ccc(Cl)cc1 (stereo unspecified)	0.6	7.5	-1.1	-0.2	-1.2	6.1	2.4	/	0.6
O=C(O)C1CCCCC1C(=O)Nc1ccc2c(c1)CCC2 (stereo unspecified)	-10.8	1.1	1.2	1.6	-1.5	1.7	-2.2	0.9	-0.1
CCCCC(CCC(=O)O)(C(=O)OCC)c1csc(Nc2ccccc2)n1 (stereo unspecified)	0.9	-3.7	1.2	2.5	-2.4	-1.9	-3.6	0.3	-0.4
CCN(CC)c1ccc2cc(C(=O)O)c(=O)oc2c1	/	36.2*	-0.2	-0.4	-0.2	8.4	/	-1.1	/
